From PubChem
Tn6_DDE_FP: inhibitors of Tn6 peptide binding to human fibrin DD(E); P02675; 370,000 tested, 0.21% active; inhibition, % at 8.3 µM; Fibrin DD(E) TRITC-Tn6 fluorescence polarization displacement;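 active = inhibition above a per-campaign cutoff: mean of compounds within control limits plus 3 SD, cut at about 15% in these data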;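 note: 0% = median of all compound wells on the plate and 100% = blocking peptide control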
Target sequence (P02675 whole entry, looked up): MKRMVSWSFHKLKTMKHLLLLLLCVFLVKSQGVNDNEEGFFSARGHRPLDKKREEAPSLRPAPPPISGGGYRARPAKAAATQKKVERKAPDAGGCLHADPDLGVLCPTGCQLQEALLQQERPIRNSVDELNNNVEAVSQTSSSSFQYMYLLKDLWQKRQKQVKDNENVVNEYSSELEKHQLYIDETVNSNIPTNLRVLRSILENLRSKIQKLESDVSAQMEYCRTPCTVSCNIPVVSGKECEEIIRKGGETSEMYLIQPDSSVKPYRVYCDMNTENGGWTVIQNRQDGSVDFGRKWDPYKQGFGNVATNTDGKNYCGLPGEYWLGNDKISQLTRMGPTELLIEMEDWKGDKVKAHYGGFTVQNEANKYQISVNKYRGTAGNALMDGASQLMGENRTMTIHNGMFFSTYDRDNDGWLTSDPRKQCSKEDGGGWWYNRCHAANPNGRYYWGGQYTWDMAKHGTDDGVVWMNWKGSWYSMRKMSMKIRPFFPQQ
Tn7_DDE_FP: disrupts Tn7 cyclic peptide binding to fibrin D-Dimer-E complex; P02675; FP displacement of FITC-Tn7 peptide from fibrin DD(E); 0% = median of compound wells per plate; inhibition, % at 8.3 µM; 370,000 tested, 0.13% active; AID 720508;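 active = inhibition above the mean of compounds falling within the control limits plus 3 SD of them, cut at about 14% in these data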;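 note: 0% = plate median of compound wells and 100% = 10 µM Aha-Tn7 peptide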
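Also added: labelled Tn7 tracer, 0.1 µM; Assay system: human fibrin DD(E) protein; Amount: 2 µM fibrin DD(E); Schedule: 10 min compound pre-incubation, 3 h probe incubation at room temperature; Repeats: one replicate per compound; Read-out basis: percent inhibition; Measured by: fluorescence polarization of the labelled Tn7 tracer.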
ADAM10_inh: inhibits human ADAM10 | 370,000 tested, 0.62% active | O14672 | AID 720582 | recombinant ADAM10, EDANS/DABCYL FRET peptide cleavage, 3 h | inhibition, % at 7 µM;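 active = inhibition above a per-campaign cutoff equal to the mean of compounds falling between control-based bounds plus 3 SD, cut at about 20% in these data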;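 note: 0% = DMSO wells while the 100% control is not disclosed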
PLC-gamma1_inh: inhibitors of human phospholipase C gamma1; P19174; inhibition, % at 12.2 µM; purified PLC-gamma1, fluorogenic substrate, fluorescence; 370,000 tested, 0.84% active; in the data active = inhibition above about 9.5%
TDP2_inh: TDP2 (human) inhibition, absorbance primary screen; recombinant TDP2, T5PNP hydrolysis, p-nitrophenol absorbance 415 nm; O95551; 370,000 tested, 0.34% active; inhibition, % at 12.8 µM;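 active = inhibition above the mean of all tested compounds plus 3 SD, set per campaign, cut at about 25% in these data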;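 note: 0% = DMSO with enzyme and 100% = buffer with substrate but no TDP2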
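test system = human TDP2 enzyme | input = TDP2 enzyme at 120 nM final | medium = 50 mM Tris-HCl pH 7.5 with Mg2+, KCl, DTT, BSA | also added = T5PNP substrate, 5 mM | times = 2 h at 37 °C | technique = epi absorbance | benchmarks = high control without enzyme, low control DMSO plus TDP2 | replication = each compound tested once, singlicate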
ARFGAP1_inh: inhibitors of rat ARFGAP1; inhibition, % at 16.5 µM; 360,000 tested, 0.26% active; Arfgap1-stimulated ARF1 GTP hydrolysis, GDP FP detection;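 active = inhibition above a per-plate limit, mean inhibition of low control wells plus 3 SD, cut at about 25% in these data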;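 note: 0% = DMSO wells with enzyme and 100% = wells lacking Arfgap1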
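Material – truncated rat Arfgap1 GAP domain · Buffer or medium – HEPES-based buffer, pH 7.5 · Reagent – human ARF1(Δ1-17)-GTP substrate · Dosing – 16.5 µM single point, 1.26% DMSO · Schedule – GTP hydrolysis reaction 2 h at 25 °C · Technique – GDP detection by fluorescence polarization · Benchmarks – No-Arfgap1 wells (100%) versus DMSO full-reaction wells (0%) · Repeats – single replicate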
ASAP1_inh: blocks human ASAP1-stimulated Arf1 GTP hydrolysis. GDP FP detection. inhibition, % at 16.5 µM. 360,000 tested, 0.19% active. AID 624377; in the data active = inhibition above about 25%;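 note: 0% = vehicle with enzyme and substrate and 100% = no enzyme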
PLCb3_inh: PLC-beta3 (human) inhibition, primary screen. inhibition, % at 12.2 µM. 370,000 tested, 0.18% active. Purified PLC-beta3, fluorogenic substrate, fluorescence; in the data active = inhibition above about 11%;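 note: 0% = median of compound wells on plate and 100% = full blocker control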
SIAE_primary: blocks human sialic acid acetylesterase; AID 1053197; inhibition, % at 9.66 µM; Q9HAT2; 370,000 tested, 0.69% active; SIAE FP-Rh probe binding, fluorescence polarization;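 active = inhibition above a cutoff: mean of compounds within the control limits plus 3 SD of those, cut at about 17% in these data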;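 note: 0% = plate median of compound wells and 100% = probe without SIAE protein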
ADAM17_inh: inhibitors of human ADAM17; 370,000 tested, 0.83% active; recombinant ADAM17, EDANS/DABCYL FRET peptide cleavage; inhibition, % at 6.95 µM; P78536; AID 720648;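 active = inhibition above the mean of compounds lying between control limits plus 3 SD, set per campaign, cut at about 8.5% in these data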;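 note: 0% = DMSO-only wells as the low control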
* = called active by the depositor; & = joins results of further samples.

SMILES Tn6_DDE_FP Tn7_DDE_FP ADAM10_inh PLC-gamma1_inh TDP2_inh ARFGAP1_inh ASAP1_inh PLCb3_inh SIAE_primary ADAM17_inh
CC[C@@H]1C(=O)OC[C@@H]1Cc1cncn1C -2.1&-3.1 -9.5&-4.8 0.4&-1.5 2.8&2.8 1.8&3.2 5.2&1.4 -0.7&12.8 2.3&3.4 -5.0&1.9 -3.1&-1.2

These rows are one share of the data; count on the stated rates, not on these rows.
